# DNMT1 block = inhibitors of human DNMT1; P26358; DNMT1 molecular beacon, Hinp1I cleavage, fluorescence; inhibition (reported as % activation of signal), % at 10 µM; 0.83% of 360,000 active; AID 588458; in the data active = inhibition above about 50%
# Tb MetRS inh = Trypanosoma brucei MetRS inhibition; purified T. brucei MetRS, ATP depletion, Kinase-Glo luminescence; inhibition, % at 11.9 µM; 0.4% of 360,000 active; AID 624268;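 active = inhibition above a per-plate cutoff of the control wells' mean inhibition plus 3 SD, cut at about 5.5% in these data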;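 note: 0% = DMSO wells median and 100% = median of wells with control inhibitor compound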
#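 technique = Kinase-Glo luminescence, ATP depletion format | system = purified MetRS (methionyl-tRNA synthetase) enzyme from Trypanosoma brucei | timing = 15 min preincubation, 2 h reaction, all 25 °C | evaluation = percent inhibition versus plate control medians | dosing = single dose, 11.9 µM final nominal, 0.9% final DMSO | also added = substrates ATP, L-methionine and bulk Escherichia coli tRNA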
# CendR NRP1 mod = modulators of CendR peptide binding to human neuropilin-1; O14786; inhibition, % at 25 µM; FAM-RPARPAR peptide binding to NRP-1, fluorescence polarization; 0.85% of 360,000 active;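 active = inhibition or corrected inhibition above about 18%, plus a signal ratio from 0.5 to 1.5, limit read from the data, passing the limit was not always enough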; note: strong numbers were not always called active
# SKN-1 block = inhibitors of C. elegans SKN-1. 0.49% of 360,000 active. C. elegans VP596 Pgst-4::GFP/RFP ratio, acrylamide-induced, 24 h. inhibition, % at 21.8 µM;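 active = interference check ratio from 0.5 to 1.5 plus GFP to RFP signal ratio inhibition reaching or exceeding a fixed threshold, cut at about 30% in these data, passing the limit was not always enough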; note: some compounds called inactive have numbers as strong as hits
# STEP block = blocks human striatal-enriched tyrosine phosphatase; P54829; recombinant STEP, OMFP fluorogenic substrate, fluorescence; inhibition, % at 20 µM; 0.25% of 360,000 active; AID 588621;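 active = inhibition at 20 µM, scaled per plate between control wells, above about 37%, limit read from the data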;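 note: 0% = DMSO with enzyme and substrate and 100% = substrate only without enzyme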
# Target sequence (P54829 whole entry, looked up): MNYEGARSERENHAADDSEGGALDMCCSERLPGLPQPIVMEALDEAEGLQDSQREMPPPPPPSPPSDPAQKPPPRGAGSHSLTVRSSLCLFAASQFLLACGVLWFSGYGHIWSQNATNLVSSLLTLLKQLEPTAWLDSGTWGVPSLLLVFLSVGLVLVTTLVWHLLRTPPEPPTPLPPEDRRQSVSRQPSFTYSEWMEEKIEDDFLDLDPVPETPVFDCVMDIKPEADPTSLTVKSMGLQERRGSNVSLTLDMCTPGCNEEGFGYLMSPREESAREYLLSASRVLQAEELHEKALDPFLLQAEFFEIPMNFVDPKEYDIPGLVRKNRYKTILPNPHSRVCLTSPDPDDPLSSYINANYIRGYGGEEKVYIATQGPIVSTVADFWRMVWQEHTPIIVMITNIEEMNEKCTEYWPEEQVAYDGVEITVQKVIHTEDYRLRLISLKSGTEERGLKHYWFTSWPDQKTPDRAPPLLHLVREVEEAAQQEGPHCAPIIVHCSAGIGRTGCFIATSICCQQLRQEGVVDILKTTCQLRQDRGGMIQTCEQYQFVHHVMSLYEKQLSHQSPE
#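 Assay system: isolated STEP enzyme. Buffer or medium: pH 6.0 Bis-Tris with DTT and Tween 20. Also added: fluorogenic phosphatase substrate OMFP at 25 µM final. Dosing: 20 µM, 1% DMSO. Timing: 20 min reaction, room temperature, in the dark. Measured by: fluorescence intensity, excitation 480 nm, emission 540 nm. Evaluation: normalized % inhibition.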
# Scp1 inh = Scp-1 (human) phosphatase inhibition; Recombinant Scp1, phosphopeptide, malachite green phosphate absorbance; inhibition, % at 20 µM; 0.88% of 340,000 active; AID 493091;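 active = inhibition above about 50% at 20 µM, limit read from the data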;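 note: plate controls were DMSO wells with enzyme for no effect and wells lacking enzyme for full effect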
# Target sequence (Q9GZU7 76-261 limits assumed): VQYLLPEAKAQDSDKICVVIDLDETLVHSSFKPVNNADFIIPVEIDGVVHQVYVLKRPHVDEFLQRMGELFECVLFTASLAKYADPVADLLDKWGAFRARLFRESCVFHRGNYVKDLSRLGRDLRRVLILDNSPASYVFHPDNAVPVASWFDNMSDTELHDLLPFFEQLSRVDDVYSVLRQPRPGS
#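 Material – SCP-1 phosphatase catalytic domain, residues 76-261 · Buffer or medium – Acidic Tris acetate buffer with magnesium and detergent · Also added – Phospho 17-mer peptide substrate · Compound – single 20 µM dose, 1% DMSO · Times – 45 min room-temperature reaction, 5 min colour, 30 min stabiliser · Technique – Phosphate-binding colour reagent, absorbance read at 630 nm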
# LMPTP block = LMPTP (human) inhibition. P24666. recombinant LMPTP-A, OMFP fluorogenic substrate, fluorescence intensity. AID 651560. inhibition, % at 20 µM. 0.22% of 360,000 active;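 active = compounds that cut the enzyme signal by at least half of the control window in the single-dose screen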;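 note: plate controls were DMSO wells with enzyme plus substrate for no effect and substrate without enzyme for full effect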
#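 Test system: LMPTP-A, protein tyrosine phosphatase of low molecular weight; Input: 0.625 nM enzyme; Incubation: 50 min dark incubation at room temperature; Signal: endpoint fluorescence intensity from OMFP dephosphorylation; Read-out basis: % inhibition versus control wells.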
# Neddyl block = cullin neddylation inhibition; P61081+Q13564; TR-FRET cullin neddylation, biochemical; calls only at 25 µM; 0.58% of 360,000 active; AID 651699; in the data active = inhibition above about 36%
# SUMO1 PPI mod = SUMO1-SIM interaction modulation. P63165. SUMO1 binding to a labelled peptide, TR-FRET, 1 h. inhibition, % at 20 µM. 0.33% of 360,000 active. AID 602429; in the data active = inhibition above about 37%
# Target sequence (P63165 whole entry, looked up): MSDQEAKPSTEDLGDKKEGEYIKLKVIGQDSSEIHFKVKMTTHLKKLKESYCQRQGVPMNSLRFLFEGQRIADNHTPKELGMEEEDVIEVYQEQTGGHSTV
# NadD inh = blocks S. aureus nicotinate mononucleotide adenylyltransferase. purified NadD enzyme, colorimetric absorbance read-out. inhibition, % at 20 µM. AID 602399. 0.78% of 360,000 active; in the data active = inhibition above about 26%; note: some compounds past the cut are filed as inactive
# * = called active by the depositor; i = inactive; · = no result given.
canonical_smiles	Scp1 inh	SUMO1 PPI mod	LMPTP block	CendR NRP1 mod	Neddyl block	DNMT1 block	SKN-1 block	Tb MetRS inh	NadD inh	STEP block
Nc1nc2n(n1)C(c1cccs1)CC(c1ccccc1)N2 (centres undefined)	6	-10	-0.7	-4	·	-3	15	-0.9	-4	1
COc1cccc(-c2nnc(SCC(N)=O)n2-c2ccc(Cl)cc2)c1	-3	-2	-0.6	11	i	-3	-5	-0.1	3	4
Cc1n[nH]c(C)c1S(=O)(=O)N(CC(=O)N1CCc2ccccc21)c1ccc(C(C)C)cc1	-12	-2	2.0	-12	i	5	0	-0.2	1	0
O=C(Nc1ccccc1)N1CCCN(c2ccc(C(F)(F)F)cc2[N+](=O)[O-])CC1	-7	-12	2.2	-9	i	1	-4	0.8	3	0
COc1cc(NS(=O)(=O)c2ccc(NC(=S)NC(=O)c3ccccc3)cc2)nc(OC)n1	-3	2	-0.2	1	i	0	1	0.1	-3	2
CC(C)OC(=O)CSc1nnc(-c2cccnc2)n1Cc1ccccc1	4	0	-1.2	3	i	-2	-18	-0.9	1	-2
Cc1cc(NC(=O)CC(F)(F)F)n(-c2ccccc2)n1	-4	2	-2.8	2	i	0	17	-0.3	-2	1
Cc1ccc(/C(O)=C2/C(=O)C(=O)N(c3ccccn3)C2c2ccc(F)cc2)cc1 (centres undefined)	-6	-6	1.0	8	i	2	16	0.2	19	4
Cn1nnc2cc(C(=O)Nc3cccnc3)ccc21	-13	5	-1.2	6	i	1	11	0.6	-1	0
COc1cc2c(cc1OC)C(C1C(=O)CC(C)CC1=O)N(C(=O)CCl)CC2 (centres undefined)	-3	-2	0.2	-3	·	-1	11	-0.3	-2	1
CC1CCCCC1NC(=O)C1CCC(CNS(=O)(=O)c2ccccc2)CC1 (centres undefined)	-9	-6	-1.1	-1	i	0	7	-0.4	-8	0
CCOC(=O)N1CCC(NC(=O)c2cccc3c2C(=O)N(CCOC)C3)CC1	4	0	-2.1	0	i	2	-1	-0.1	2	2
Cc1cc(C)c2c(N)c(C(=O)Nc3ccc(F)cc3)sc2n1	5	-13	1.4	-4	i	0	8	-1.6	-8	0
O=C1c2ccccc2-n2c1nc1ccccc1c2=O	7	1	0.6	-13	i	-13	2	-0.3	2	1
O=C(COc1cccnc1[N+](=O)[O-])N1CCc2ccccc21	-1	-16	-1.4	-12	i	0	-18	-1.2	-2	-1
Cc1nnc(SCC(=O)NNC(=O)c2ccccc2)n1N	-5	13	-0.2	-11	i	6	-3	-0.3	11	-1
CCc1ccc(C(=O)CCC(=O)Nc2cccc(S(=O)(=O)N3CCCCC3)c2)cc1	4	6	2.0	-8	i	0	-11	-0.7	-11	0
COc1ccc(N(C)S(=O)(=O)c2ccc3c(c2)NC(=O)CC(=O)N3)c(OC)c1	3	-2	0.6	-3	i	-2	-5	-0.4	-2	1
CCN(CC)C(=O)C1CC(=O)N(c2ccc(OC)cc2)C1c1ccc(OC)cc1 (centres undefined)	-1	2	-1.0	4	i	6	-1	0.1	-5	-4
Cc1c(NC(=O)c2cccc(NC(=O)c3ccco3)c2)cccc1C(=O)O	-1	-1	-1.4	6	i	3	11	-0.4	-2	-5
CCNC(=O)C1CCCN(C(=O)c2cnc3ccccc3n2)CC1 (centres undefined)	·	-7	-1.5	1	i	2	15	0.6	0	2
O=C(CSc1nnc(Cc2cc(=O)[nH]c(=O)[nH]2)n1-c1ccc(Cl)cc1)NCC1CCCO1 (centres undefined)	-3	-3	-1.1	14	i	3	-6	-1.7	5	-1
O=c1nc(NCc2ccco2)sc2ncccc12	-4	1	-0.4	0	i	3	-1	0.3	-1	3
Nc1nnc(SCC(=O)Nc2ccccc2N2CCOCC2)s1	-4	1	0.9	-10	i	-10	17	0.0	1	1
Cc1cc(C)nc(Sc2ccc3nnnn3n2)n1	-10	-17	-0.8	2	i	0	-13	-0.3	4	-1
CCOC(=O)N1CCN(C(=O)c2cc3cc(Cl)ccc3[nH]2)CC1	-7	5	-0.1	-22	i	-3	4	0.1	0	0
CC1(C)CC(=O)C(C(=O)c2ccccc2)C(=O)C1Cl (centres undefined)	1	5	-0.6	-8	i	0	-3	0.2	-1	-3
COc1ccc(Oc2ccc(/C=N/NC(=O)c3cccnc3)cc2[N+](=O)[O-])cc1	-13	-11	1.0	6	i	0	0	-0.1	-4	-4
Nn1c(SCC(=O)Nc2ccc3c(c2)OCCO3)nncc1=O	-4	1	-0.6	-5	i	-1	20	-0.3	3	2
O=C1CCc2cccc(O)c2N1	-3	-1	0.0	10	i	-6	23	-0.3	-2	-3

# Some of these compounds in order of molar mass, highest first.
canonical_smiles	Scp1 inh	SUMO1 PPI mod	LMPTP block	CendR NRP1 mod	Neddyl block	DNMT1 block	SKN-1 block	Tb MetRS inh	NadD inh	STEP block
COc1cc(NS(=O)(=O)c2ccc(NC(=S)NC(=O)c3ccccc3)cc2)nc(OC)n1	-3	2	-0.2	1	i	0	1	0.1	-3	2
Cc1n[nH]c(C)c1S(=O)(=O)N(CC(=O)N1CCc2ccccc21)c1ccc(C(C)C)cc1	-12	-2	2.0	-12	i	5	0	-0.2	1	0
CCc1ccc(C(=O)CCC(=O)Nc2cccc(S(=O)(=O)N3CCCCC3)c2)cc1	4	6	2.0	-8	i	0	-11	-0.7	-11	0

# Next section.
canonical_smiles	Scp1 inh	SUMO1 PPI mod	LMPTP block	CendR NRP1 mod	Neddyl block	DNMT1 block	SKN-1 block	Tb MetRS inh	NadD inh	STEP block
CC(=O)Nc1ccc(CN(C)c2c(C)nc3ccc(C(=O)NCCc4ccccn4)cn23)cc1	·	-4	-6.2	3	i	7	7	-0.1	-6	1
C/C(=N\O)C1(C)N(O)C(C)(C)C(c2ccco2)=[N+]1[O-] (centres undefined)	-7	-2	-1.6	4	i	1	12	-0.2	5	-1
CCN1C(=O)[C@H]2[C@@H](c3ccc(-c4ccccc4)cc3)N3CCC[C@@]3(C(=O)OC)[C@H]2C1=O	4	-5	-0.4	6	i	-7	-15	-0.5	-1	1
CC(=O)Nc1ccc(S(=O)(=O)N2CCN(Cc3ccccn3)CC2)cc1	-3	2	-1.3	3	i	-3	-1	-0.3	-3	-1
Cc1ccc2[nH]c(=O)c(COC(=O)C3CCCCC3)cc2c1	-8	-5	0.3	-7	i	5	-12	-0.2	-1	0
O=C(CSc1nc2ncc(Cl)cc2[nH]1)NC1CCS(=O)(=O)C1 (centres undefined)	0	-1	-1.8	-10	i	1	-1	6.2*	-1	7
CCOC(=O)C1=C(N)OC2=C(C(=O)CC(C)(C)C2)C1c1ccco1 (centres undefined)	3	-4	0.4	-4	i	6	1	-1.2	2	-3
COc1cccc(-n2c(=O)n(Cc3ccccc3)c(=O)c3[nH]cnc32)c1	3	1	-0.4	22*	i	0	6	0.2	-2	2
CC1(C(=O)NS(=O)(=O)c2ccc(Cl)cc2)CCN1C(=O)c1ccccc1 (centres undefined)	·	-1	-2.8	1	i	4	-5	0.2	-3	-1
CCOC(=O)c1c(NC(=S)N2CCN(C)CC2)sc(C)c1-c1ccccc1	-2	1	-3.6	8	i	-2	11	-0.2	-2	1
c1ccc(CN=C2Nc3ccccc3CS2)nc1	-7	3	-0.3	1	i	1	-2	11*	-1	1
NS(=O)(=O)c1ccc(NC(=O)CSc2nnc(C3CC3)n2C2CC2)cc1	-10	2	-0.5	-2	i	8	-9	-0.3	-5	0
CC(C)NC(=O)NC(=O)CN1C(=O)NC(Cc2c[nH]c3ccccc23)C1=O (centres undefined)	-2	5	-1.7	2	i	0	2	0.6	5	4
CCCCn1cc(C(=O)c2cc(Br)ccc2O)cc(C#N)c1=O	-17	-5	-0.8	-6	i	1	0	-0.3	-1	-6
O=C(c1cn(-c2ccccc2)nc1-c1cccc([N+](=O)[O-])c1)N1CCCCC1	-7	-13	0.0	1	i	-2	-3	-0.7	-5	-2
O=C(O)c1cc(N/N=C/c2ccc(N3CCOCC3)s2)ccc1Cl	-11	28	-0.5	-41	i	6	11	0.8	13	-1
O=C(Nc1ccc(NC(=O)c2ccco2)cc1)c1cnccn1	-1	-6	1.8	-1	i	0	-2	-1.3	-8	-1
O=C(CC(NS(=O)(=O)c1ccc(Cl)cc1)c1ccco1)N1CCc2ccccc21 (centres undefined)	-8	-4	1.5	-16	i	-3	8	1.8	-9	-2
CCCCN1CC(N2CCN(CCN(C)C)CC2)CS1(=O)=O (centres undefined)	·	-9	-8.6	11	i	-4	19	-0.5	-2	0

# Structural class: the entries above with a COOH group
canonical_smiles	Scp1 inh	SUMO1 PPI mod	LMPTP block	CendR NRP1 mod	Neddyl block	DNMT1 block	SKN-1 block	Tb MetRS inh	NadD inh	STEP block
Cc1c(NC(=O)c2cccc(NC(=O)c3ccco3)c2)cccc1C(=O)O	-1	-1	-1.4	6	i	3	11	-0.4	-2	-5
O=C(O)c1cc(N/N=C/c2ccc(N3CCOCC3)s2)ccc1Cl	-11	28	-0.5	-41	i	6	11	0.8	13	-1

# Single entries from the entries so far.
# SUMO1 PPI mod with O=C(c1cn(-c2ccccc2)nc1-c1cccc([N+](=O)[O-])c1)N1CCCCC1 : -13
# SUMO1 PPI mod with CCOC(=O)C1=C(N)OC2=C(C(=O)CC(C)(C)C2)C1c1ccco1 (centres undefined) : -4

# Compound activity deposited in PubChem BioAssay by several laboratories.
